# KCNQ2 inh: KCNQ2 potassium channel inhibitors, primary screen, cell-based, CHO-K1, FluxOR thallium flux, B-score (AID 2156) | Potassium voltage-gated channel subfamily KQT member 2 (Rattus norvegicus), O88943 | 20 min; active compounds read low | B-score at 10 µM | 310,000 compounds, 1.1% hits;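 active = fluorescence ratio B-score at most minus 3 library SDs, with starting brightness B-score within 2 library SDs, cut at about -5.5 in these data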
# Kir21 block: inhibitors of mouse Kir2.1 inward-rectifier potassium channel; Inward rectifier potassium channel 2 (Mus musculus), P35561; HEK293-Kir2.1, FluxOR thallium flux fluorescence; active compounds read low; B-score at 10 µM; 310,000 compounds, 0.85% hits;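 active = fluorescence ratio B-score at or below minus 3 SD of library scores, with starting-brightness B-score within 2 SD, cut at about -4.2 in these data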;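 note: channel flux triggered by added potassium and thallium sulfate stimulus; B-score of peak minus minimum fluorescence over baseline after thallium stimulus; more negative B-score means stronger Kir2.1 block with less thallium influx; some compounds called inactive have numbers as strong as hits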
# Target sequence (P35561 whole entry, looked up): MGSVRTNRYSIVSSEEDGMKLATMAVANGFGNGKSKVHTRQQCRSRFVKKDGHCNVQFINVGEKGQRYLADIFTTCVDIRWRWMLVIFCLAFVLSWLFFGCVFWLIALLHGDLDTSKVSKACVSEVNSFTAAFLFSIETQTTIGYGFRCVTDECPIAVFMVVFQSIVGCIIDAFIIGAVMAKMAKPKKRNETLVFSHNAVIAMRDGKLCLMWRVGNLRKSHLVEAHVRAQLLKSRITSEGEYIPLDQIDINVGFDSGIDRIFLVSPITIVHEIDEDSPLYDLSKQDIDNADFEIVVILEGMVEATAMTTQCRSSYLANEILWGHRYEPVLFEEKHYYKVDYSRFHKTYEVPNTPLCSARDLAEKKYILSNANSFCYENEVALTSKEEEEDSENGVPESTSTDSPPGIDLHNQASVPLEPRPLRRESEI
# * marks the source's active call; other numbers are inactive results; i = inactive.
KCNQ2 inh | Kir21 block | SMILES
i | -0.34 | COc1ccc(-c2csc(/C(C#N)=C/Nc3ccc4c(c3)OCCO4)n2)cc1
i | -0.06 | O=S(=O)(c1ccccc1)c1nc(-c2ccco2)oc1N1CCOCC1
i | 1.14 | O=C(O)C1CC(=O)N(c2ccc3c(c2)OCCO3)C1 (stereo not given)
i | -0.07 | CCOC(=O)C1(Cc2cccc(Cl)c2)CCCN(C(=O)c2cn[nH]c2)C1 (stereo not given)
i | -0.57 | Cc1c(NC(=O)C(C)OC(=O)/C=C/c2ccccc2)c(=O)n(-c2ccccc2)n1C (stereo not given)
i | 0.52 | Cc1ccc(C(=O)NN2C(=O)CSC2=S)cc1
i | 1.92 | Cc1ccc(C)c(-c2nnc(NC(=O)C3=COCCO3)o2)c1
i | -2.19 | O=C1NC(=O)/C(=C\c2ccc(Br)o2)S1
i | -0.26 | CC(=O)Nc1ccc(NC(=O)c2sc3nc4n(c(=O)c3c2C)CCCCC4)cc1
i | 1.47 | CCn1ncc(/C=C/C(=O)NCc2cnn(C)c2C)c1C
i | -0.64 | CN(C)C(=O)CSc1nnc(-c2cc(-c3cccs3)nc3ccccc23)o1
i | -0.32 | Cc1[nH]c2ccccc2c1/C=N/NC(=O)c1cccc(Br)c1
i | 0.23 | CC(C)(C)c1ccc(NC(=O)COC(=O)C2=COCCO2)cc1
i | 2.04 | COc1cccc2cc(-c3ccccc3)oc12
i | 0.21 | COc1cc(NC(=S)NCCN2CCOCC2)cc(OC)c1
i | 2.04 | Cc1nn(Cc2ccccc2Cl)c(C)c1NC(=O)/C=C/c1cnn(C)c1
i | 0.15 | Cc1cc(/C=N/NC(=O)c2ccc(O)cc2)c(C)n1CC(C)C
i | 0.45 | NNC(=O)CSCc1nc(-c2ccc(Cl)cc2)cs1
i | 0.25 | O=C1/C(=C2\C(=O)N(Cc3ccc(F)cc3)c3ccccc32)SC(=S)N1CCS(=O)(=O)O
i | 0.41 | CC(=O)N1CC(C)c2scc(C)[n+]2-c2ccccc21 (stereo not given)
i | 0.1 | COc1ccc(C(=O)/C=C/N(C)C)cc1OC
i | -0.8 | Cc1nc(CN(C)C(=O)C2CCC(=O)N(CCc3cccc(F)c3)C2)cs1 (stereo not given)
i | 0.22 | CCOC(=O)N1CCN(C(=O)C2CCC(=O)N(CCCN3CCCC3=O)C2)CC1 (stereo not given)
i | 0.62 | COC(=O)c1cc(NC(=O)c2ccc(Cn3cc(Cl)cn3)o2)cc(C(=O)OC)c1
i | -0.71 | Cc1cc(C(=O)C(=O)O)c(C)n1-c1ccc(Cl)c(Cl)c1
i | -0.85 | COc1ccc(S(=O)(=O)N(CC(=O)O)c2ccccc2)cc1
i | 0.07 | O=C(CSc1nnc(CNC(=O)c2ccccc2)o1)Nc1ccc2c(c1)OCCO2
i | -0.7 | O=C(Nn1c(C2CCCCC2)nc2ccccc2c1=O)c1ccc(Cl)c([N+](=O)[O-])c1
i | 0.02 | CC(C)(C)c1ccccc1NC(=O)Cn1c(=O)cnc2ccccc21
i | -0.35 | Cc1ccsc1C(=O)Nc1ccc(F)c([N+](=O)[O-])c1
i | 0.29 | O=C(O)CCNC(=O)c1ccc(Br)o1
i | -0.03 | O=C(NCCN1CCOCC1)c1cc(S(=O)(=O)Nc2ccccc2F)c(Cl)cc1Cl
i | -0.52 | COC(=O)c1sc(NC(=O)COc2ccccc2)nc1C
i | -0.01 | N/C(Cc1cccc2ccccc12)=N\O
i | -12.5* | CCCCCCCCCCOC(=O)Cn1c(COc2cccc(C)c2)[n+](C)c2ccccc21
i | -0.87 | S=C(NCCc1ccc(Cl)cc1)Nc1ccc(Cl)cc1Cl
i | 0.94 | CN(Cc1ccccc1)C(=O)c1cc(-c2ccc(Br)cc2)on1
i | -2.5 | COc1ccccc1NC(=O)CSc1nnc(-c2ccco2)o1
i | -2.28 | COC(=O)CC1C(=O)NCCN1C(=S)Nc1cccc(C(F)(F)F)c1 (stereo not given)
i | -0.8 | O=C1c2ccccc2C(=O)N1CCCc1nc2ccccc2c(=O)n1Cc1ccco1

# 7 records picked at random from the list so far, as already listed:
KCNQ2 inh | Kir21 block | SMILES
i | 0.23 | CC(C)(C)c1ccc(NC(=O)COC(=O)C2=COCCO2)cc1
i | -0.87 | S=C(NCCc1ccc(Cl)cc1)Nc1ccc(Cl)cc1Cl
i | 0.21 | COc1cc(NC(=S)NCCN2CCOCC2)cc(OC)c1
i | 0.62 | COC(=O)c1cc(NC(=O)c2ccc(Cn3cc(Cl)cn3)o2)cc(C(=O)OC)c1
i | 0.25 | O=C1/C(=C2\C(=O)N(Cc3ccc(F)cc3)c3ccccc32)SC(=S)N1CCS(=O)(=O)O
i | 1.14 | O=C(O)C1CC(=O)N(c2ccc3c(c2)OCCO3)C1 (stereo not given)
i | -0.01 | N/C(Cc1cccc2ccccc12)=N\O

# Additional results.
KCNQ2 inh | Kir21 block | SMILES
i | -1.95 | O=C(COC(=O)c1cccs1)Nc1nnc(-c2ccccc2)o1
i | -0.12 | CCC(C)c1ccc(NC(=O)c2cnn3c(C(F)F)cc(C)nc23)cc1 (stereo not given)
i | -0.85 | COC(=O)c1ccc(NC(=O)C2CCCN2S(=O)(=O)c2ccc(C)cc2)cc1 (stereo not given)
i | 2.17 | COc1ccc(/C=C2\N=C(c3ccccc3)NNC2=O)cc1
i | 0.73 | O=C(CSc1nnc(CNC(=O)c2ccccc2)o1)NCCc1ccccc1
i | 0.01 | C=C1CCN([C@@H](C)C(=O)NCCCCCC)S(=O)(=O)c2ccccc21
i | -0.41 | COC(=O)c1sc(NC(=O)c2c(OC)cccc2OC)c(C#N)c1C
i | 1.03 | COc1ccc(CCc2nnc(CCC(=O)NCc3cc(C(C)C)no3)o2)cc1
i | 0 | COC(=O)c1cc(NC(=S)NC(=O)c2ccccc2)ccc1N1CCOCC1
i | -2.1 | COC(=O)CCCCCCCCC(O)C[N+]1(C)CCOCC1 (stereo not given)
i | -0.42 | c1ccc(Cn2c(NCc3ccco3)nc3ccccc32)cc1
i | 0.83 | S=c1nn[nH]n1C12CC3CC(CC(C3)C1)C2
i | 0.04 | Cc1cccc(NS(=O)(=O)c2ccc(C(=O)NCCCN3CCOCC3)cc2)c1C
i | -0.08 | CCOc1ccc(NC(=O)CCC(=O)N/N=C(\C)c2cccs2)cc1
i | 0.31 | Cc1ccc(N/N=C(\C#N)C(=N)N2CCCCCC2)cc1
i | -0.01 | CCCCn1c(=O)n(CC(O)c2ccccc2)c(=O)c2c1ncn2C1CCCC1 (stereo not given)

# A few values from the results shown:
# Kir21 block, `COC(=O)c1cc(NC(=S)NC(=O)c2ccccc2)ccc1N1CCOCC1` = 0
# Kir21 block, `S=c1nn[nH]n1C12CC3CC(CC(C3)C1)C2` = 0.83
# Kir21 block, `CCOc1ccc(NC(=O)CCC(=O)N/N=C(\C)c2cccs2)cc1` = -0.08
# Kir21 block, `CCCCn1c(=O)n(CC(O)c2ccccc2)c(=O)c2c1ncn2C1CCCC1` (stereo not given) = -0.01

# Following part
KCNQ2 inh | Kir21 block | SMILES
i | -0.96 | COc1ccc(C(=O)OCC(=O)NCC2CCCO2)cc1 (stereo not given)
i | 0.38 | O=C(Cc1cn2ccsc2n1)Nc1ccccc1Oc1ccccc1
i | -0.35 | Cc1ccc(-c2nnc3sc(CCc4ccccc4)nn23)cc1
i | -0.23 | CC(C)N(Cc1cc2ccccc2[nH]c1=O)C(=O)c1ccco1
i | -0.14 | Cc1ccc(C(=O)NC(C(=O)Nc2ccccc2)c2ccccc2)cc1 (stereo not given)
i | 0.78 | O=C(CNC(=O)c1ccc(Br)cc1)N/N=C/c1cccnc1
i | 1.38 | CCc1nnc(NC(=O)C2CCCN2S(=O)(=O)c2ccc(C)cc2)s1 (stereo not given)
i | -1.19 | COc1ccc(C(C#N)N2N=C(C)CC2c2ccccc2)cc1 (stereo not given)
i | 0.31 | COc1cccc(Cn2nnc(C(=O)Nc3ccc(C)cc3)c2N)c1
i | -0.35 | O=C(COc1ccc(-c2ccccc2)cc1)NNC(=O)NC1CCCCC1
i | 0.04 | CN(C)C1=C(Cl)C(=O)N(c2ccc(Cl)c(Cl)c2)C1=O
i | 1.15 | Cc1nc2c(-c3ccc(Cl)cc3)cnn2c2c1CCC2
i | 2.32 | CC1(C)OC(=O)C(=CNC(=O)c2c(F)cccc2F)C(=O)O1
i | -1.06 | O=C(CN1C(=O)NC(Cc2ccccc2)(Cc2ccccc2)C1=O)NCC1CCCCC1
i | -0.82 | CC(NS(=O)(=O)c1c(N)n(C)c(=O)n(C)c1=O)c1ccccc1 (stereo not given)
i | 0.02 | CCCCNC(=O)NS(=O)(=O)c1ccc(NC(=O)C(NC(N)=O)C(C)CC)cc1 (stereo not given)
i | 0.37 | Cc1nn(C(C)C(=O)NCc2ccco2)c(=O)c2nn(-c3ccccc3)c(C)c12 (stereo not given)
i | 0.03 | CN(Cc1ccccc1)c1nc2c(c(=O)[nH]c(=O)n2C)n1Cc1ccccc1Cl
i | -0.85 | COc1cccc(CN2CC(C(=O)NCCSc3nnnn3C)CCC2=O)c1 (stereo not given)
i | 0.76 | CCc1nnc(NC(=O)CSc2nc3ccccc3s2)s1
i | -2.51 | O=c1c2[nH]c3ccc(F)cc3c2ncn1CCCn1ccnc1
i | -0.37 | S=C(Nc1cccc(Cl)c1)NC1CC2CCCC(C1)N2C1CCCC1 (stereo not given)
i | -0.23 | Nc1nsnc1C(=O)NCCO
i | 1.25 | CCn1c(CSc2nc(C)cc(C)n2)nnc1SCC(N)=O
i | 0.07 | O=C(O)CC(Cc1ccccc1)C(=O)NCC12CC3CC(CC(C3)C1)C2 (stereo not given)
i | 1.45 | O=C(Nc1ccccc1)Nc1nnc(/C=C/c2ccccc2Cl)s1
i | -0.01 | Cn1c(=O)[nH]c(=O)c2c1nc1n2CCN1Cc1ccccc1
i | 1.56 | Cc1ccc2cc(C3CC(c4ccco4)=NN3C(=O)CCCC(=O)O)c(Cl)nc2c1 (stereo not given)
i | -1.86 | O=C(CN1CCN(Cc2ccc(F)cc2Cl)C1=O)NCCc1ccc(Cl)cc1
i | -1.75 | CCSc1nnc(NC(=O)c2ccccc2C)s1
i | -1.62 | NC(=NC(=O)c1ccccc1)C1=C(O)CCC1=O
i | -0.16 | O=C(Nc1ccc(Cl)cc1)c1cccc(N2C(=O)C3C4CCC(C4)C3C2=O)c1 (stereo not given)
i | 0.98 | CCOC(=S)N/C(=N\S(C)(=O)=O)c1ccccc1
i | 0.08 | COc1ccc(C(c2nnnn2Cc2ccc(F)cc2)N2CCN(c3ccc(OC)cc3)CC2)cc1 (stereo not given)
i | 1.77 | CC(C)NC(=O)NC(=O)COC(=O)CCCSc1nc2ccccc2s1
i | -0.29 | CCCCC(=O)Nc1ccc(C(=O)N2CCCC(C(=O)OCC)C2)cc1 (stereo not given)
-7.67* | 0.89 | COc1cc(-c2cc(C(=O)Nc3ccc(O)cc3)c3ccccc3n2)cc(OC)c1OC
i | 1.03 | c1cc(Nc2ncnc3sc4c(c23)CCC4)ccn1
i | 1.31 | COCCNC(=O)C(=O)N/N=C/c1ccccc1C(F)(F)F
i | -0.12 | CCOCCCNC(=O)CCCOc1ccccc1
i | 0.84 | CC(=O)Nc1ccc(S(=O)(=O)Oc2ccc(N3C(=O)C4CCCCC4C3=O)cc2)cc1 (stereo not given)
i | -0.99 | CCOc1ccc(CNc2ccc(S(N)(=O)=O)cc2)cc1
i | 2.34 | CCOC(=O)/C(=C/c1ccc(F)cc1)NC(C)=O
i | 0.78 | COc1ccc(C(=S)N2CCCC2)cc1
i | 0.03 | COc1ccccc1N1CCN(c2ccnc3cc(Cl)ccc23)CC1
i | -0.54 | CC(C)C(=O)Nc1ccc(NC(=S)NC(=O)c2ccccc2F)cc1
i | -0.07 | COc1cccc(NC(=S)Nc2cccnc2)c1
i | 1.79 | Cc1ccc2c(c1)N(CC(=O)NC1CCCC(C)C1C)C(=O)c1cccnc1O2 (stereo not given)
i | 1.63 | Cc1cc(NC(=O)c2ccc(NC(=O)c3cccs3)cc2)no1
i | 2.51 | O=C(Oc1ccc(Br)cc1)c1cncc(Br)c1
-5.99* | -1.49 | CCOC(=O)c1c(-c2ccc(C)o2)csc1NC(=O)COC(=O)c1cccs1
i | -1.88 | CCN(C(=O)CSc1n[nH]c(-c2cccs2)n1)C1CCS(=O)(=O)C1 (stereo not given)
i | 1.41 | CCS(=O)(=O)N1CCC(C(=O)Nc2cc(C)ccc2O)CC1
i | 0 | COc1cc(C(=O)OCCC(C)C)cc(OC)c1O
i | -1.59 | COc1cc(C2NC(=O)NC(c3ccccc3)=C2C(C)=O)c(Br)cc1OCC(N)=O (stereo not given)
i | -0.31 | NS(=O)(=O)c1ccc(CNC(=O)Cc2ccccc2F)cc1

# Entries listed so far marked active in Kir21 block:
KCNQ2 inh | Kir21 block | SMILES
i | -12.5* | CCCCCCCCCCOC(=O)Cn1c(COc2cccc(C)c2)[n+](C)c2ccccc21

# (more compounds)
KCNQ2 inh | Kir21 block | SMILES
i | 0.09 | CCOc1ccc(-n2c(=S)sc3c(=O)n(-c4ccc(F)cc4)c(SCC(=O)O)nc32)cc1
i | -0.24 | COC(C[C@@H](O)[C@@H](C)[C@H](O)COCc1ccccc1)OC
i | -1.01 | COc1cc(OC)c(NC(=O)CNC(=O)Cn2ccc3ccccc3c2=O)cc1Cl
i | 0.8 | COc1cc(NC(=S)NC(=O)c2ccccc2C)ccc1NC(=O)c1cccs1
i | -0.3 | O=C(CN1CCOCC1)NCc1ccc(F)cc1
i | 0.14 | Cc1ccc(S(=O)(=O)Cn2nnnc2C(CC(C)C)N2CCN(C)CC2)cc1 (stereo not given)
i | 1.09 | Cc1c(NC(=O)c2c(NC(=O)CNC3CC3)sc3c2CCCC3)c(=O)n(-c2ccccc2)n1C
i | 2.38 | CCOc1cc(C2c3c(-c4ccccc4)n[nH]c3C(=O)N2c2ccc(C(=O)O)cc2)ccc1O (stereo not given)
i | 0.81 | NC(=O)c1c(/N=C/c2cccs2)sc2c1CCCC2
